# EPAC2 agonist: EPAC2 (human) agonism; Potency, µM (doses to about 154 µM), for inactives: at the highest dose activation, most hits filed as activators; EPAC2 activation, biochemical qHTS; response scale: 100% = 6.5 mM cAMP response; Q8WZA2; 0.079% of 360,000 active; also: potency is read from the fitted curve at half-maximal effect; nearly all actives have a fitted effect of over 50% in size
#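 Nucleotide exchange monitored as fluorescence drop when BODIPY-GDP leaves Rap1B. Reaction: 100 nM EPAC2, 250 nM RAP1B-BODIPY-GDP, 50 uM GDP, room temperature, kinetic read over 30 min. Activity expressed relative to 6.5 mM cAMP.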
# D3 antag: D3 dopamine receptor (human) antagonism | AID 652054 | P35462 | max response, negative = inhibition, % | D3R cells, DiscoveRx beta-arrestin luminescence, antagonist mode; active compounds read low | 2.5% of 360,000 active; in the data active = max response below about -50%; inconclusive = no clear call, values can overlap the other calls; also: % is scaled to controls: 0 for no effect and ±100 for the full control effect; mostly tested at two doses, the higher about 12 µM
# Target sequence (P35462 whole entry, looked up): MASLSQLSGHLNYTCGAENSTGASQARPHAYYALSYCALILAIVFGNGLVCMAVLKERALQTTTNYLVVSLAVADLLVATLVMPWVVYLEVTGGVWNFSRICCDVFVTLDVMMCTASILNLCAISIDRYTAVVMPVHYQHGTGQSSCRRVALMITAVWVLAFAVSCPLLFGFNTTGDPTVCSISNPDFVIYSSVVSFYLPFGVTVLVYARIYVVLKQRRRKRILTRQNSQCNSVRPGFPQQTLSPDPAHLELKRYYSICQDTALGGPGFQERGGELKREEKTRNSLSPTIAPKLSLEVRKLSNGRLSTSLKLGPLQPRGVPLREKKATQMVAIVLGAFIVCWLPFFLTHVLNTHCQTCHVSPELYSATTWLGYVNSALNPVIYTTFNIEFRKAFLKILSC
#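 Cells expressing the human receptor were seeded at 1500 cells/well, incubated overnight at 37 degrees C in 5% CO2, then exposed to library compounds with dopamine controls for 90 minutes at 37 degrees C before luminescent detection.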
# FUS yeast rescue: FUS proteinopathy suppression in yeast; S. cerevisiae FUS-expressing, growth rescue, OD600, 24 h; Potency, µM (doses to about 76.6 µM), without a hit: at the top dose growth rescue (activation), most hits filed as activators; 0.24% of 390,000 active;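 also: potency is read from the fitted curve at half-maximal effect; plate controls were DMSO vehicle for no effect and reference control for full effect; nearly all actives have a fitted effect of over 55% in size; some results filed as inactive show a strong effect at the top dose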
#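 Read-out: OD at 600 nm after 24hr at 30C, reporting rescue of FUS-induced yeast toxicity. Cells at OD 0.005 in galactose (2%) minimal medium; compounds tested in a dilution series; CP55940 titration from 92uM final as control.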
# EPAC2 antagonist: antagonists of human EPAC2 | Q8WZA2 | EPAC2 GEF exchange of Rap1B-BODIPY-GDP, fluorescence | Potency, µM (titrated, usually from 114 µM), without a hit: top-dose activity, negative = inhibition, usual class: inhibitors | 0.18% of 360,000 active; also: potency is read from the fitted curve at half-maximal effect; % is scaled to controls: 0 for no effect and ±100 for the full control effect; nearly all actives have a fitted effect of over 45% in size; many of its hits are not listed in these tables
# Abeta yeast res: restores growth of yeast expressing A-beta42 peptide. yeast expressing A-beta42, growth rescue, OD600, 48 h; response scale: 0% DMSO, 100% iron-clioquinol control. Potency, µM (titrated, usually from 46.1 µM), without a hit: at the top dose growth rescue, usual class: activators. 0.063% of 410,000 active. AID 1347071; also: potency is read from the fitted curve at half-maximal effect; nearly all actives have a fitted effect of over 55% in size
#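 Yeast A-beta toxicity model in growth medium with pinned compounds, 48 h at 30 C; growth read as absorbance at 600 nm. Normalized to FeCl3/clioquinol equimolar mix (positive) and DMSO (negative).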
# TDP43 rescue: inhibitors of TDP-43 toxicity in yeast | TDP-43 expressing yeast growth rescue, BacTiter-Glo, 24 h | Potency, µM (highest dose often 46.1 µM), inactives show at the top dose growth rescue (activation), usual class: activators | 1.8% of 410,000 active | AID 652104; also: potency is read from the fitted curve at half-maximal effect; % of control where 0% means no effect; nearly all actives have a fitted effect of over 50% in size
#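 In this qHTS, compounds that restore growth of yeast expressing TDP-43 appear as activators. Cells (OD600=0.02, galactose medium, raffinose-pregrown) are incubated with compound 24 hr at 30 deg C and growth is quantified by BacTiter-Glo.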
# D3 ag: activates the human D3 dopamine receptor. P35462. D3R DiscoveRx beta-arrestin cells, luminescence, 90 min. max activation, %. 0.58% of 410,000 active. AID 652048; in the data active = max activation above about 30%; also: 0% is about no effect; mostly tested at two doses, the higher about 12 µM
#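 Agonist mode: compounds and dopamine controls were applied to plated cells for 90 min at 37 degrees C after an overnight attachment at 1500 cells/well. Luminescent read-out followed 30 - 60 minutes at room temperature with DiscoveRx detection reagent.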
# aSyn rescue: alpha-synuclein toxicity inhibition in yeast; Yeast expressing alpha-synuclein, growth rescue, BacTiter-Glo, 24 h; Potency, µM (top dose mostly 46.1 µM), for inactives: at the top dose growth rescue (activation), hits mostly activators; 0.14% of 370,000 active; AID 652106; also: potency is read from the fitted curve at half-maximal effect; % of control where 0% means no effect; nearly all actives have a fitted effect of over 65% in size
#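 Readout is rescue of growth in alpha-synuclein-expressing yeast, so inhibitors of toxicity appear as activators. Growth after 24 hr at 30 deg C in galactose medium is quantified by luminescence.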
# The depositor's hits bear a star; u = inconclusive; x = not tested or not shown; & = joins results of further samples; [ ] = remark or other dose. Unless noted, calls follow the shape of the dose curve; as a rule, active = well fitted curve in the direction sought with a large enough effect; inconclusive = small, poorly fitted or top-dose-only effect, or another doubt; inactive = no such curve, though single readings can be large; an effect the other way counts as inactive or inconclusive.
SMILES,EPAC2 agonist,D3 antag,FUS yeast rescue,EPAC2 antagonist,Abeta yeast res,TDP43 rescue,D3 ag,aSyn rescue
COC(=O)c1ccc(/C=C2/SC(=S)N(CCC(=O)N3CCOCC3)C2=O)cc1,3.6%,-5.6,8.9%,3.3%,1.1%,3.8%,-0.5,-1.6%
Cc1cc(CSc2ccccc2)ccc1NC(=O)c1ccc(C)c([N+](=O)[O-])c1,7.3%,1.2,-25.5%,-1.5%,-1.9%,19.8%,1.4,2.5%
COc1ccc(CNC(=O)CN2C(=O)NC3(CCCCCC3)C2=O)cc1,-7.0%,10.2,x,15.7%,3.8%,6.6%,3.0,2.0%
COc1ccc(NC(=O)C(NC(=O)Cc2cccs2)c2ccc(C)cc2)cc1 (stereo unspecified),-4.2%,4.4,x,19.3%,-4.5%,-7.9%,8.9,-6.3%
CCN1CCCC1CN(Cc1cc2ccc(C)cc2[nH]c1=O)C(=S)Nc1ccc(OC)cc1 (stereo unspecified),11.2%,-63.9*,x,5.4%,-11.6%,-9.3%,-8.4,0.9%
COc1ccc(/C=C2\SC(=S)N(CCC(=O)NCCCn3ccnc3)C2=O)cc1,2.4%,-5.7,-29.0%,-1.0%,-6.0%,13.7%,0.6,9.2%
COc1cccc(NS(=O)(=O)c2c(C)n(C)c(=O)n(C)c2=O)c1,-7.1%,-1.8,-5.9%,-1.3%,6.5%,0.0%,1.8,0.6%
CN(Cc1ccccc1)C(=O)c1ccc(NC(=O)C2CCN(C(=O)OC(C)(C)C)CC2)cc1,-2.0%,12.0,4.9%,-15.4%,8.3%,6.4%,13.1,5.8%
CCN(CC)CCNC(=O)C1(O)c2cc(Br)ccc2NC(=O)N1c1c(F)cccc1F (stereo unspecified),-0.3%,-0.7,15.5%,6.4%,-4.0%,5.0%,3.6,-0.4%
O=C(Nc1cccc(S(=O)(=O)N2CCCC2)c1)c1ccco1,7.8%,-13.1,8.1%,-9.0%,3.2%,2.0%,1.4,-20.3%
O=C(COC(=O)CC1CC2CCC1C2)Nc1ccc(F)cc1 (stereo unspecified),8.2%,2.1,-17.9%,-23.2%,0.7%,-35.1%[inhibitor],1.0,10.2%
CCOC(=O)C1CCN(c2cc3c(cc2NC(=O)c2ccccc2F)n(C)c(=O)n3C)CC1,16.4%,3.9,-9.8%,12.0%,8.2%,3.8%,4.9,9.1%
COc1cc(C2N3CC4(C)CN2CC(C)(C3)C4)ccc1O (stereo unspecified),1.8%,7.7,24.8%,12.1%,-2.0%,9.9%,1.3,-6.6%
COCCCNCc1cc(C)n(-c2cc(S(=O)(=O)N3CCOCC3)ccc2N2CCCC2)c1C,6.0%,-13.5,8.5%,2.5%,-3.6%,4.1%,-4.2,-4.7%
COCCN(Cc1cc2cc(C)ccc2nc1Cl)C(=O)Nc1ccccc1C,14.5%,-9.2,3.8%,10.7%,-3.1%,-14.6%,10.6,0.3%
O=C(NC1CCCCC1)N1CCCc2ccccc21,2.2%,5.9,-6.0%,-0.6%,-6.0%,16.9%,5.1,3.0%
O=C(NCc1ccc(F)cc1)c1cc(C2CCCCN2C(=O)c2ccccc2)on1 (stereo unspecified),11.6%,17.1,39.4%,8.7%,11.8%,u,4.5,2.2%
O=[N+]([O-])c1cnc2ccccn12,7.7%,5.6,-6.6%,-5.3%,10.3%,10.8%,1.9,3.5%
Cc1occc1C(=O)N1CCC2(CCCN(Cc3ccc(F)c(F)c3)C2)C1 (stereo unspecified),19.4%,-9.2,10.8%,-3.8%,16.9%,-3.8%,-2.7,-2.1%
Cc1cccc(NC(=O)CSc2nnc(CSc3nc(C)cc(C)n3)n2Cc2ccco2)c1,6.7%,-19.4,35.3%,-7.4%,8.7%,-4.2%,-1.8,-0.8%
COc1ccc(CCNC(=O)C2CCCN2C(=O)Nc2ccccc2)cc1OC (stereo unspecified),1.9%,11.4,-20.1%,14.9%,-13.3%,-2.3%,-2.2,-6.2%
C=CC(O)(C#CCN(CC)CC)c1ccccc1 (stereo unspecified),7.4%,-13.9,9.1%,-3.3%,10.5%,-11.7%,-10.3,-0.6%
Cc1noc(C)c1COC(=O)C1CCN(C(=O)c2ccc(Cl)cc2)CC1,8.8%,-21.4,11.9%,3.0%,-37.0%[inhibitor],-24.8%,-8.3,3.9%
CCN1C(=O)C(Cc2nc3ccccc3c(=O)n2-c2cccc(C)c2)c2ccccc21 (stereo unspecified),x,x,24.7%,x,11.6%,4.9%,5.3,x
COc1ccccc1NC(=O)C1CCCN(S(=O)(=O)c2cccc3nsnc23)C1 (stereo unspecified),2.7%,2.4,38.3%,16.4%,-4.7%,-7.1%,0.2,6.9%
CCN(CC(=O)Nc1ccccc1C(F)(F)F)C(=O)c1ccccc1OCc1ccc(F)cc1,-4.0%,9.6,25.8%,-5.3%,16.0%,29.6%,10.5,7.5%
O=C(NNC(=O)c1ccccc1Cl)c1csc(N2CCOCC2)n1,-1.1%,-4.1,-8.1%,11.7%,1.6%,5.2%,-5.7,-7.3%
Cc1cc(N2CCCCC2)nc2ccc(NC(=O)CCC(=O)NCCC(C)C)cc12,-11.6%,-6.0,28.2%,3.7%,-5.3%,11.4%,3.5,3.5%
Cc1ccc(SCC(=O)NCCSC(C)(C)C)cc1,-5.1%,9.7,2.2%,-0.7%,2.1%,28.7%,0.7,9.0%
CC(C)CNC(=O)c1ccccc1NC(=O)CN(c1ccc2c(c1)OCCO2)S(C)(=O)=O,3.6%,5.1,0.5%,-5.8%,12.3%,-20.8%,-1.4,-0.2%
O=C1CC(N2CCCCC2)C(=O)N1c1ccccc1 (stereo unspecified),-7.2%,1.4,-2.2%,4.8%,-30.2%,u,-10.4,13.7%
CCCc1ccc(OCCNC(C)=O)cc1,8.1%,-20.8,3.3%,5.3%,18.5%,-11.2%,-1.3,0.3%
Cc1cc(NS(=O)(=O)c2ccc3c(c2)OCCO3)no1,2.4%,13.4,3.2%,-0.5%,u,24.8%,5.2,12.0%
Cc1cc(N2C(=O)C(O)=C(C(=O)c3ccc(C)o3)C2c2cccc(Cl)c2)no1 (stereo unspecified),-12.3%,45.4,u,0.9%,-23.6%,6.3%,4.7,5.9%
O=C1Nc2ccccc2/C1=C\C(=O)c1ccccc1,11.6%,-9.0,-1.2%,-9.9%,-92.3%[inhibitor],u,-7.9,-66.4%[inhibitor]
CCOC(=O)C1=C(C)C2C3C(=O)N(c4ccccc4C)C(=O)C3C1(C)C1C(=O)N(c3ccccc3C)C(=O)C21 (stereo unspecified),-2.6%,11.7,-4.8%,0.0%,17.1%,-28.1%,1.1,-8.2%
CC(=O)Nc1ccc(S(=O)(=O)NCC2CCC(C(=O)NCCc3ccccc3)CC2)cc1 (stereo unspecified),-3.8%,-8.2,1.2%&-2.7%,1.5%,8.3%&-14.2%,-5.5%&3.3%,-4.2&0.8,-1.2%
COc1ccccc1NC(=O)c1ccccc1NC(=O)c1cc(Cl)ccc1NC(=O)c1ccco1,0.2%,46.5,22.2%,11.0%,9.4%,21.3%,1.0,-2.3%
CCOC(=O)N(C)C[C@@H]1OCc2cnnn2CCCC(=O)N([C@H](C)CO)C[C@H]1C,-2.4%,14.6,-21.1%,-2.5%,4.6%,25.4%,5.5,0.0%
CCC(=O)Nc1c2c(nn1-c1ccc(C)cc1)CS(=O)(=O)C2,2.8%,2.9,-8.0%,-0.7%,0.8%,21.4%,-3.9,2.6%
O=c1c2ccccc2nnn1CSc1nnc(-c2cccnc2)n1-c1ccccc1F,3.3%,15.1,29.9%,-1.9%,-4.6%,-11.9%,-8.9,1.2%
COc1cccc(CNc2nc(NC(C)C)nc3ccsc23)c1,6.7%,-3.0,3.4%,-20.3%,-5.0%,6.6%,-19.2,-11.0%
Cc1ccc(N2CC(c3nnc(Cc4ccc(Cl)cc4)o3)CC2=O)cc1 (stereo unspecified),x,x,15.4%,x,12.6%,u,2.8,x
NS(=O)(=O)c1ccc(NC(=S)NC(=O)C2CCCCC2)cc1,4.8%,-11.6,20.7%,-4.0%,3.8%,-24.9%[0.397 µM],15.7,-0.9%
O=c1c2cnn(-c3ccccc3)c2ncn1Cc1cccc(Cl)c1,-2.4%,-16.0,-11.6%,4.7%,0.0%,8.1%,-1.8,-2.3%

# An excerpt from above, reduced to EPAC2 antagonist:
canonical_smiles	EPAC2 antagonist
CCCc1ccc(OCCNC(C)=O)cc1	5.3%
O=C(Nc1cccc(S(=O)(=O)N2CCCC2)c1)c1ccco1	-9.0%
COc1ccc(CCNC(=O)C2CCCN2C(=O)Nc2ccccc2)cc1OC (stereo unspecified)	14.9%
CCOC(=O)C1CCN(c2cc3c(cc2NC(=O)c2ccccc2F)n(C)c(=O)n3C)CC1	12.0%

# New compounds follow
SMILES,EPAC2 agonist,D3 antag,FUS yeast rescue,EPAC2 antagonist,Abeta yeast res,TDP43 rescue,D3 ag,aSyn rescue
COc1ccc(CCNC(=O)CSc2nnc(CNC(=O)c3c(F)cccc3Cl)o2)cc1OC,10.0%,4.5,7.0%,5.4%,8.6%,0.1%,-3.2,-4.1%
CC(=O)Nc1ccc(NC(=O)C(C)OC(=O)[C@@H]2CCCN2C(=O)c2cccs2)cc1 (stereo partly specified),-3.1%,12.9,1.1%,7.0%,2.2%,u,-6.5,-1.6%
O=c1cc(CSc2nnc3ccccn23)c2c(ccc3ccccc32)o1,2.8%,5.6,8.6%,0.3%,7.3%,17.4%,6.9,-0.8%
Cc1ccc(S(=O)(=O)CCC(=O)N(CCCN2CCOCC2)c2nc3ccccc3s2)cc1,-5.3%,-19.5,4.4%,14.7%,-12.4%,-24.8%,-24.4,7.6%
Cc1cc(/C=C(\C#N)C(=O)O)c(C)n1-c1ccc(Br)cc1,0.4%,-2.0,22.6%,13.4%,-22.4%,-7.1%,-1.0,-1.5%
COc1cc(-c2noc(CCCC(=O)NCc3ccco3)n2)cc(OC)c1OC,-9.7%,44.3,20.5%,-0.9%,10.5%,16.2%,-10.1,-1.7%
Cc1ccccc1OCCC(=O)OCC(=O)NC(=O)c1ccccc1,10.4%,14.4,-4.5%,-11.8%,23.0%,4.8%,-0.6,4.5%

# Screening data from PubChem.

# Not all compounds are listed (hit frequency here may not be typical).
